# PI5P4Ka inh = blocks human PI5P4K alpha kinase activity | max response, % | PI5P4Kalpha enzyme, ADP-Glo luminescence, 60 min; active compounds read low | 330,000 compounds, 1.2% hits; active = max response of -50% or lower; inconclusive = between -30% and -50%; inactive = -30% or higher; note: value at the top dose of about 77 µM; % is set by controls: 0 for no effect and ±100 for the full control effect
#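 Reactions run in 0.038 M HEPES pH 7.4, 0.28 mM EGTA, 0.1% CHAPS and 5% DMSO, with PI5P4Kalpha, substrate, compound and 5 microM ATP final, one hour at room temperature. Readout is ADP-Glo luminescence.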
# EPAC1 agonist = EPAC1 (human) agonism; O95398; EPAC1 agonist qHTS, biochemical assay; response scale: 100% = response to 6.5 mM cAMP; Potency, µM (series often up to 154 µM), without a hit: at the top dose activation, usual class: activators; 360,000 compounds, 0.073% hits; note: potency is the fitted concentration of half-maximal effect; nearly all actives have a fitted effect of over 60% in size
#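 EPAC1 100 nM, Rap1B–BODIPY-GDP 250 nM, unlabeled GDP 50 uM; compound titration; 5 min RT; kinetic read ex480/em540 at 5-min intervals ×30 min; data normalized to 6.5 mM cAMP agonist control.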
# IL-2 act = activates IL-2 in a cell-based reporter assay | IL-2 activation reporter assay, cell-based qHTS; stimulated with anti-CD3/CD4/CD28 beads; in transgenic mouse T cells | activation, % (series mostly up to about 46 µM) | 360,000 compounds, 0.065% hits; in the data active = activation above about 50%; inconclusive = mostly about 30% to 49%; note: 0% is about no effect
#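 Readout is EGFP and DsRed signal by fluorescent plate cytometry after 18 h at 37 degrees C. Transgenic mouse T cells (750/well) received compound for 60 min before bead stimulation (anti-CD3, anti-CD4, anti-CD28); memory T cells served as non-tolerant control.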
# PLK1 PBD inh = blocks phosphopeptide binding to human PLK1 polo-box domain; Plk1 PBD binding of FITC phosphopeptide, fluorescence polarization; Potency, µM, for inactives: max response, negative = inhibition, actives largely listed as inhibitors; 360,000 compounds, 2.8% hits; note: potency is the fitted concentration of half-maximal effect; series mostly up to about 57 µM; % is set by controls: 0 for no effect and ±100 for the full control effect; nearly all actives have a fitted effect of over 65% in size
# FUS yeast rescue = rescues growth of FUS-expressing yeast; S. cerevisiae FUS-expressing, growth rescue, OD600, 24 h; 390,000 compounds, 0.24% hits; AID 1347120; Potency, µM (highest dose often 76.6 µM), for inactives: at the top dose growth rescue (activation), most hits filed as activators;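 note: potency is the fitted concentration of half-maximal effect; plate controls were DMSO vehicle for no effect and reference control for full effect; nearly all actives have a fitted effect of over 55% in size; some results filed as inactive show a strong effect at the top dose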
#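 Restored growth of FUS-toxic S. cerevisiae, read as 600 nm absorbance after 24 h at 30C in galactose medium (starting OD 0.005). Controls CP55940 and DMSO.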
# EPAC1 antag = blocks human EPAC1 exchange factor. O95398. EPAC1 GEF assay, Rap1b-BODIPY-GDP exchange fluorescence. Potency, µM (highest dose often 115 µM), for the others: top-dose activity change, negative = inhibition, usual class: inhibitors. 360,000 compounds, 0.14% hits. AID 720709;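 note: potency is the fitted concentration of half-maximal effect; plate controls were vehicle for no effect and positive control for full effect; nearly all actives have a fitted effect of over 50% in size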
# Abeta yeast res = compounds reversing amyloid beta toxicity in yeast. yeast expressing A-beta42, growth rescue, OD600, 48 h; response scale: 0% DMSO, 100% iron-clioquinol control. Potency, µM (top dose mostly 46.1 µM), for inactives: at the top dose growth rescue, actives largely listed as activators. 410,000 compounds, 0.063% hits; note: potency is the fitted concentration of half-maximal effect; nearly all actives have a fitted effect of over 55% in size
#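 Yeast growth medium received pinned compounds, then yeast cells expressing toxic A-beta were added; plates incubated at 30 C for 48 hr. Growth read as absorbance at 600 nm, normalized to DMSO and equimolar FeCl3 plus clioquinol controls.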
# WRN inhibitor = inhibitors of human WRN helicase. Potency, µM (titrated, usually from 114 µM), inactives show at the highest dose activity change, negative = inhibition, most hits filed as inhibitors. AID 651768. 360,000 compounds, 0.46% hits. WRN helicase unwinding, fluorescent forked duplex, kinetic; note: potency is the fitted concentration of half-maximal effect; % is set by controls: 0 for no effect and ±100 for the full control effect; nearly all actives have a fitted effect of over 55% in size
#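 Fluorescence dequenching readout, ex 525 nm/em 598 nm, kinetic mode: forked duplex DNA (100 nM final) with adjacent fluorophore and quencher unwound by WRN (20 nM final) with 2 mM ATP. Compound preincubation 15 min, room temperature.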
# Active calls of the source: *; ? = inconclusive; / = not tested or not shown; [ ] = dose if it differs, or a comment. Unless noted, calls come from the whole dose curve; as a rule, active = well fitted curve in the direction sought with a large enough effect; inconclusive = small, poorly fitted or top-dose-only effect, or another doubt; inactive = no such curve, though single readings can be large; an effect the other way counts as inactive or inconclusive.
SMILES,PI5P4Ka inh,EPAC1 agonist,IL-2 act,PLK1 PBD inh,FUS yeast rescue,EPAC1 antag,Abeta yeast res,WRN inhibitor
c1ccc(OCCCCn2cnc3ccccc32)cc1,-3,1%,1.9,-5%,24%,3%,12%,-1%
CC1CC(C)CN(C(=O)CSCC(=O)Nc2nc(-c3cccs3)cs2)C1 (stereo not drawn),0,-6%,-2.5,?,1%,-7%,3%,19%
Cc1ccc(CSc2nnc(-c3cnccn3)n2C)cc1,-3,5%,-1.4,0%,8%,4%,0%,-3%
Cc1cc(NC(=O)C2CC(=O)N(c3ccccc3C)C2)no1 (stereo not drawn),-5,-4%,-0.7,4%,2%,3%,-3%,3%
CC1CC(C)CN(CCCNC(=O)c2ccc(CNS(=O)(=O)c3ccc(F)cc3)cc2)C1 (stereo not drawn),3,-9%,-1.9,-6%,-11%,-6%,-8%,6%
COc1ccc(CN(C)C[C@@H]2OCCCC[C@@H](C)Oc3ccc(N(C)C)cc3C(=O)N([C@H](C)CO)C[C@@H]2C)cc1,2,-7%,1.7,-14%,-16%,-7%,11%,-6%
O=C(NC(=S)Nc1ccccc1O)c1cncc(Br)c1,?,-2%,-1.2,-13%,1%,-2%,?,-1%[11.6 µM]
Cc1ccc(-c2nnc(-c3ccccc3)c(-c3ccccc3)n2)cc1,-2,2%,2.3,-3%,/,0%,-15%,-2%
CCn1c(CNc2cccc(Cl)c2)nnc1SCC(=O)OC1CCCCC1,/,12%,0.8,2%,7%,-15%,8%,-13%
Cc1nnc(N2CCCC(C(=O)NCc3cccc(F)c3)C2)c2nn(-c3ccccc3)c(C)c12 (stereo not drawn),9,17%,-3.2,-7%,14%,9%,15%,-8%
CCCCc1ccc(NC(=O)CC(C)=O)cc1,/,0%,-1.8,0%,6%,-13%,15%,-2%
Cc1ccc(COC(=O)Cc2coc3cc(O)ccc23)cc1,6,8%,-3.3,4%,8%,-20%,?,-3%
CON(C)C(=O)C[C@@H]1C[C@H](OC(=O)c2ccc([N+](=O)[O-])cc2)CN1C(=O)OC(C)(C)C,-2,-14%,-2.3,-4%,30%,3%,-4%,-2%
COC(=O)c1cc(NS(=O)(=O)c2ccc(N3CCCCC3)c([N+](=O)[O-])c2)cc(C(=O)OC)c1,13,19%,0.2,-13%,21%,-6%,-10%,-7%
NC(=S)NNc1ccc(Cl)c(Cl)c1,-11,-4%,-0.4,?,-1%,-24%,28%,4%
Cc1ccc(C[n+]2ccccc2)cc1,-1,-13%,-0.4,-5%,-29%,-3%,0%,8%
CCC1(C)N=C(c2ccc3c(c2)OCO3)CC(c2ccccc2O)N1 (stereo not drawn),/,14%,-1.5,27µM*,28%,4%,5%,-22%
Cc1[nH]ccc(=O)c1OCC(=O)O,2,14%,-0.2,0%,-10%,2%,0%,-7%
CSc1cnc2c(=O)[nH]c(=O)n(C)c2n1,3,-2%,-0.5,-1%,/,-26%,20%,9%
CCn1c(/C=C/c2ccccc2Cl)nc2ccccc2c1=O,-4,19%,-0.7,-7%,29%,13%,-10%,-6%
CNC(=O)Nc1ccc2nc(C)oc2c1,3,-2%,-0.1,4%,7%,15%,1%,5%
CC1CCc2sc(C(=O)NNS(=O)(=O)c3ccc(F)c(F)c3F)cc2C1 (stereo not drawn),-4,?,2.4,-16%,22%,-8%,15%,-14%
COc1ccccc1-n1c(C)nc2cc(C(=O)NCCN3CCOCC3)ccc21,-2,2%,0.1,-10%,-4%,-27%,-17%,8%
O=C1CCN(C(=O)Nc2ccccc2Cl)N1,-7,-3%,-2.6,-7%,11%,2%,1%,0%
O=C(NC(=S)Nc1nc2c(s1)CSc1ccccc1-2)c1ccccc1,-4,3%,-0.4,-15%,/,8%,-16%,11%
O=C(Nc1cc(Cl)ccc1Cl)c1ccc(-c2ccccc2)cc1,10,1%,2.2,-14%,/,-15%,4%,4%
O=C(COC(=O)c1ncc(Cl)c(Cl)c1Cl)NC(=O)NCc1ccccc1,0,1%,-0.1,6%,4%,-15%,4%,-1%[57.1 µM]
O=C(COc1ccccc1)Nc1ccccc1C(=O)NC1CC1,-9,-2%,-1.0,-4%,9%,-11%,2%,-1%
CC1(C)CC(=O)C2=C(C1)N(c1ccc(F)cc1)C(N)=C(C#N)C2c1cccs1 (stereo not drawn),-24,-4%,-0.1,-18%,?,8%,-16%,-22%
Cc1cc(C2=CC(=O)C[C@H](c3ccc(F)cc3)C2)ccc1F,2,13%,1.3,-5%,6%,-22%,-3%,-10%
C=CCOc1c(Br)cc(/C=N/NC(=O)Cc2ccc(C(F)(F)F)cc2[N+](=O)[O-])cc1OC,4,7%,1.3,-8%,9%,-7%,12%,-2%
CCN(Cc1ccccc1)C(=O)Cn1cc2c(n1)CCCC2,0,-3%,0.2,-15%,-23%,-8%,11%,0%
Cc1ccc2cccc(OCCCOc3ccccc3F)c2n1,-4,13%,-0.9,-1%,-19%,8%,2%,-3%
O=C(NCC(c1ccco1)N1CCc2ccccc2C1)c1ccccc1Cl (stereo not drawn),-1,-9%,-7.0,2%,-3%,-4%,14%,-2%
COc1ccccc1C(=O)NCCn1cc(SCC(=O)NCC2CCCO2)c2ccccc21 (stereo not drawn),4,4%,-4.0,-9%,/,2%,-3%,-34%
Cc1cc(NC(=O)c2cccc(S(=O)(=O)Nc3cccc(C(=O)O)c3)c2)no1,1,4%,1.3,3%,3%,0%,-3%,-11%
CC(=O)NCC1COc2ccccc2O1 (stereo not drawn),0,10%,-0.1,-10%,-7%,7%,-1%,-6%
O=C(Nc1ccc2nc3n(c(=O)c2c1)CCCC3)c1ccc(Cl)nc1,-16,0%,0.1,-98%,-10%,0%,0%,4%
C/C(=N\Nc1nc2ccccc2s1)c1ccc2c(c1)OCO2,13,9%,-0.6,11%,-17%,-8%,2%,-4%
COc1cc(/C=N/n2c(C)n[nH]c2=S)ccc1OCc1ccc(F)cc1,-3,1%,0.2,-25%,24%,10%,17%,-19%
c1nc(SSc2ncnc3nc[nH]c23)c2[nH]cnc2n1,-80*,-3%,-5.6,0.84µM*,/,3%,5%,40µM*
N=c1n(CCN2CCOCC2)c2ccccc2n1CC(=O)c1ccc(Cl)c(Cl)c1,/,26%,-0.1,-3%,32%,6%,-3%,-14%
COc1ccc(C(=S)N2CCOCC2)cc1OC(=O)c1cc([N+](=O)[O-])c(C)c([N+](=O)[O-])c1,-19,18%,-1.6,?,?,-17%,3%,-2%[57.1 µM]
CCn1c(=O)cc(OCC(=O)Nc2ccccc2N2CCN(C)CC2)c2ccccc21,7,-5%,-2.5,1%,-26%,-11%,6%,2%
O=C(COc1ccc(Cl)cc1)NCCS(=O)(=O)N1CCN(c2ccccc2F)CC1,15,-9%,-0.7,-1%,8%,-6%,2%,-3%[57.1 µM]
CSc1ccccc1NC(=O)C1CCN(S(C)(=O)=O)CC1,1,18%,0.0,-16%,-16%,0%,3%,3%
CN(C)C(=O)CSc1n[nH]c(-c2ccco2)n1,1,3%,-0.1,-9%,23%,2%,6%,-23%[57.1 µM]
C=CCn1c(SCC(=O)c2[nH]c(C)c(C(=O)OC)c2C)nc2scc(-c3ccc(OC)c(OC)c3)c2c1=O,3,3%,0.6,-1%,-22%,4%,25%,-5%

# Next section; the last 2 above are carried over.
SMILES,PI5P4Ka inh,EPAC1 agonist,IL-2 act,PLK1 PBD inh,FUS yeast rescue,EPAC1 antag,Abeta yeast res,WRN inhibitor
CN(C)C(=O)CSc1n[nH]c(-c2ccco2)n1,1,3%,-0.1,-9%,23%,2%,6%,-23%[57.1 µM]
C=CCn1c(SCC(=O)c2[nH]c(C)c(C(=O)OC)c2C)nc2scc(-c3ccc(OC)c(OC)c3)c2c1=O,3,3%,0.6,-1%,-22%,4%,25%,-5%
O=C(CSc1nc2ccccc2s1)Nc1ccc(C(=O)O)cc1,-70*,-11%,-2.4,-10%,28%,-10%,-9%,-3%
CCOc1ccccc1N(CC(=O)Nc1ccc(OC)cc1OC)S(=O)(=O)c1ccccc1,6,-5%,-0.8,2%,?,11%,-1%,-9%
COc1ccc(C(=O)CCc2nc3ccccc3s2)cc1,0,7%,-2.1,-18%,/,-23%,-9%,6%
CC(=O)N1C(=O)NC(c2ccccc2)=C([N+](=O)[O-])C1c1ccccc1 (stereo not drawn),0,4%,-0.6,-15%,-1%,-27%,22%,11%
CCOC(=O)c1c(-c2ccc(F)cc2)csc1NC(=O)CCN1CCOCC1,0,-9%,-4.1,-3%,/,3%,-44%[inhibitor],-4%
COc1ccc(N2CCN(CCCNC(=O)C3CCC(CNc4nc(=S)[nH]c5ccccc45)CC3)CC2)cc1 (stereo not drawn),-2,14%,-0.9,-9%,7%,-11%,-30%[inhibitor],-10%
CCCc1[nH]c(=O)c(C#N)c2c1COC(C)(C)C2,/,4%,-1.3,-6%,13%,21%,-9%,0%
O=C(NC(=S)Nc1cnc2ccccc2c1)c1ccccc1,-6,0%,1.7,-10%,-17%,11%,-26%,-9%
CCOC(=O)c1ccc(NC(=S)NC(=O)c2nn(CC)cc2Br)cc1,2,6%,1.6,-10%,-11%,14%,-8%,9%
CCc1ccc2c(c1)C(NC(C)=O)C(=O)N2CC (stereo not drawn),3,-9%,0.1,3%,-11%,3%,-5%,5%
CCN(C(=O)CSc1nnnn1-c1ccccc1)c1c(N)n(Cc2ccccc2)c(=O)[nH]c1=O,-2,-7%,-3.0,-8%,/,12%,-3%,5%
CN(C)/C=N/C(=S)Nc1ccccc1Cl,5,9%,0.0,-14%,-10%,-5%,-11%,8%
Cc1ccc2c(C)c(C(=O)NCCN3CCOC3=O)oc2c1C,-3,4%,-1.2,-9%,-1%,-26%,-3%,6%
C/C(=N\O)C(=O)C(CN1CCCCC1)CN1CCCCC1,/,9%,-2.6,?,39%,8%,-28%,2%
C[C@@H]1CN([C@@H](C)CO)C(=O)CCCn2nncc2CO[C@H]1CN(C)S(=O)(=O)c1ccc(Oc2ccccc2)cc1,8,10%,3.7,-12%,44%,-16%,1%,-6%
Cc1ccccc1CN(C)C(=O)CNC(=O)c1ccc2ccccc2c1,-5,-10%,1.0,5%,14%,-17%,-6%,4%
O=C(NNC(=O)C1CCN(S(=O)(=O)c2c(Cl)cccc2Cl)CC1)c1ccccc1O,-1,-54%,-0.4,-2%,-2%,-2%,-3%,-35%

# Structures above that bear a hit mark in WRN inhibitor.
SMILES,PI5P4Ka inh,PLK1 PBD inh,EPAC1 antag,WRN inhibitor
c1nc(SSc2ncnc3nc[nH]c23)c2[nH]cnc2n1,-80*,0.84µM*,3%,40µM*
